High-throughput results deposited in PubChem BioAssay by Sanford-Burnham Center for Chemical Genomics.
CXCR6 block – CXCR6 receptor inhibitors, primary screen, cell-based, beta-arrestin, luminescence, CHO-K1 PathHunter, 1536-well; actives 0.36% (n = 360,000); inhibition, % at 20 µM; AID 602244, 2012; C-X-C chemokine receptor type 6 (Homo sapiens), O00574; in the data active = inhibition above about 34%, passing the limit was not always enough;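 also: antagonist mode with CXCL16 agonist at 10 nM final; 0% = 10 nM CXCL16 with DMSO and 100% = unstimulated wells without agonist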
Target sequence (O00574 whole entry, looked up): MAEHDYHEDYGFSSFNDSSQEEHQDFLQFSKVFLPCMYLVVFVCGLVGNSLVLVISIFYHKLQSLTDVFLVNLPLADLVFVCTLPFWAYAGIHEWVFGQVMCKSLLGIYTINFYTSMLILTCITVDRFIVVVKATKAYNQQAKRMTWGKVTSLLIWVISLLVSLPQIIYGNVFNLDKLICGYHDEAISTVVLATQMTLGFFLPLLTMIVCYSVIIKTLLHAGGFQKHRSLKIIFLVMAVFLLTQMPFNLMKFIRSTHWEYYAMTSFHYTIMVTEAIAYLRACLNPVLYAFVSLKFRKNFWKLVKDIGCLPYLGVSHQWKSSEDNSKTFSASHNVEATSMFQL
EBI2 antag – EBI2 receptor antagonists, beta-arrestin recruitment, primary screen, cell-based, luminescence, 7a,25-OHC stimulation, uHTS; 7a,25-OHC stimulated; inhibition, % at 5 µM; actives 0.81% (n = 360,000); AID 651636, 2012; in the data active = inhibition above about 38%;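 also: enzyme fragment complementation signal reports receptor beta-arrestin coupling in cells; 0% = agonist plus DMSO wells and 100% = wells without agonist; some results beyond the cut were filed as inactive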
Target sequence (P32249 whole entry, looked up, the tested form may be a part): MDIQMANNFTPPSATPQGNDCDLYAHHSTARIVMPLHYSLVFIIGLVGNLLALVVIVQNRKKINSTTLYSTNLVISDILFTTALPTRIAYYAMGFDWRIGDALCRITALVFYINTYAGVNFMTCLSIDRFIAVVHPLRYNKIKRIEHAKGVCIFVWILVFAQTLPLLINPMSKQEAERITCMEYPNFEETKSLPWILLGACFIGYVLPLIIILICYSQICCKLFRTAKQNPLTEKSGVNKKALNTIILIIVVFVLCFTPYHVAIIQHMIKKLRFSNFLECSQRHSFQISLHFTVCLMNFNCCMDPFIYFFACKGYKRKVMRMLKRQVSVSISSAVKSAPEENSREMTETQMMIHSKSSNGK
Active calls of the source: *.

`NC(=O)c1ccc(NCCc2cccs2)cc1` gave CXCR6 block -12 and EBI2 antag 1.
Screening CC(C)C(NC(=O)OCc1ccccc1)C(=O)NC(Cc1c[nH]c2ccccc12)C(=O)O (stereo not given) returned CXCR6 block 3 and EBI2 antag -7.
For C(=Cc1nc2ccccc2o1)c1ccc2c(c1)OCO2 the results were CXCR6 block 0 and EBI2 antag 7.
Screening CN1CCN(c2ccc3sc(-n4ccc5ccccc54)nc3c2)CC1 returned CXCR6 block 0 and EBI2 antag 13.
`CCNC(=S)Nc1ccc2c(c1)c(=O)n(C)n2Cc1cccc(C(F)(F)F)c1` gave CXCR6 block -7 and EBI2 antag -11.
Screening O=S(=O)(c1ccc(F)cc1)c1nc(-c2ccco2)oc1NCCCn1ccnc1 returned CXCR6 block 2 and EBI2 antag 2.
`Cc1nc2c(OCCN3C(=O)c4ccccc4C3=O)cccn2c1N(C)C(=O)CCC1CCCC1` gave CXCR6 block 0 and EBI2 antag -9.
CC(=O)Nc1nnc([N+](=O)[O-])s1 was read as CXCR6 block -2 and EBI2 antag -9.
For FC(F)(F)c1cc(Cl)c2nc(-c3ccco3)c(Cc3ccccc3C(F)(F)F)n2c1 the results were CXCR6 block -2 and EBI2 antag 13.
O=C(NCc1cc(C(F)(F)F)cc(C(F)(F)F)c1)c1cc(-c2cc(F)ccc2OCC2CCCO2)n[nH]1 (stereo not given) was read as CXCR6 block 4 and EBI2 antag 5.
For CC(=O)Nc1cnc(-c2ccccc2C(C)=O)cn1 the results were CXCR6 block 1 and EBI2 antag -7.
`O=C(NCc1ccc(Cl)nc1)c1csc([C@@H]2C[C@H](O)[C@@H](CO)O2)n1` gave CXCR6 block 4 and EBI2 antag 3.
`CC(C)(C)CNC(=O)C1(C)CCN1C(=O)Cc1ccc(-c2ccccc2)cc1` (stereo not given) gave CXCR6 block -1 and EBI2 antag -3.
CCOc1ccc(CCN2C(=S)N([C@@H](CC(C)C)CN3CCC[C@@H]3CN3C(=S)NC[C@@H]3CC(C)C)C[C@@H]2Cc2ccc(O)cc2)cc1 was read as CXCR6 block 10 and EBI2 antag 47*.
Cc1noc(C)c1NC(=O)N(C)C[C@H]1OCCCC[C@@H](C)Oc2ccc(NC(=O)Nc3ccc(F)cc3)cc2C(=O)N([C@@H](C)CO)C[C@H]1C was read as CXCR6 block 5 and EBI2 antag -6.
Screening Cc1noc(C)c1NC(=O)N(C)C[C@H]1OCc2cnnn2CCCC(=O)N([C@H](C)CO)C[C@@H]1C returned CXCR6 block -2 and EBI2 antag -9.
For Cc1ccc(NC(=O)[C@@H]2O[C@H](CO)[C@@H](O)[C@H]2O)cc1C(F)(F)F the results were CXCR6 block -1 and EBI2 antag -5.
COc1ccc(Cn2cc(CN3CC(N4CCCCC4)CS3(=O)=O)nn2)cc1 (stereo not given) was read as CXCR6 block -12 and EBI2 antag -11.
Cc1ccc(C(=O)NCCN2CCC(n3c(=O)[nH]c4ccccc43)CC2)cc1 was read as CXCR6 block -14 and EBI2 antag 3.
`CCOC(=O)N(C)c1c(CC)nc2c(OCC(=O)C(C)(C)C)cccn12` gave CXCR6 block -1 and EBI2 antag -5.
NC(c1ccccc1)c1csc(Nc2ccc(C(=O)NCCO)cc2)n1 (stereo not given) was read as CXCR6 block 2 and EBI2 antag -7.
Screening COC(=O)N1CCCCC1c1cc(C(=O)Nc2ccc(OC)cc2C)no1 (stereo not given) returned CXCR6 block 10 and EBI2 antag 4.
Screening CN(C)c1ccc(C=Cc2nccc3ccccc23)cc1 returned CXCR6 block -5 and EBI2 antag 6.
For COc1ncnc2c1ncn2CCCN(CCCc1ccccc1)CCCn1cnc2c(OC)ncnc21 the results were CXCR6 block -6 and EBI2 antag -9.
`O=C(O)c1ccc(-c2cccc(-c3nn4c(=O)cc(N5CCNCC5)nc4s3)c2)cc1` gave CXCR6 block 0 and EBI2 antag -5.
`COc1ccc(NC(=O)c2sc(=O)n(Cc3ccccc3C#N)c2C)cc1OC` gave CXCR6 block -3 and EBI2 antag 1.
Screening CCCCNC(=O)C1(C)CCCCN1C(=O)c1c(F)ccc(C)c1F (stereo not given) returned CXCR6 block -1 and EBI2 antag 0.
Screening COc1cccc(-c2ccc3c(c2)C2CC3CCN2C(=O)c2ccc(-c3ccccc3)cc2)c1 (stereo not given) returned CXCR6 block 8 and EBI2 antag 28.
`C[C@H](CO)N1C[C@H](C)[C@H](CN(C)S(=O)(=O)c2cccc(C#N)c2)OCc2cnnn2CCCC1=O` gave CXCR6 block 3 and EBI2 antag -8.
`O=C(COC(=O)c1ccc(F)c(S(=O)(=O)N2CCOCC2)c1)Nc1ccc(Cl)cn1` gave CXCR6 block -6 and EBI2 antag -5.
For Cc1ccc2c(c1)C(=O)N1c3cc(C)c(C)cc3NC(=O)C1C(=O)N2 (stereo not given) the results were CXCR6 block -10 and EBI2 antag -6.
`C[C@H](c1ccccc1)N1C[C@@H](COCc2ccccc2)Oc2cc(N3CC[C@H](N(C)C)C3)ccc2S1(=O)=O` gave CXCR6 block 12 and EBI2 antag 10.
Screening CCOC(=O)C1(C)CCCCCN1C(=O)c1snnc1C (stereo not given) returned CXCR6 block -8 and EBI2 antag 4.
Screening CCN(CC)CCNC(=O)CN1C(=O)CSc2ccc(S(=O)(=O)N3CCOCC3)cc21 returned CXCR6 block -2 and EBI2 antag -2.
`Cc1ccc(C)c(NC(=O)CN(C)C(=O)c2ccc(COc3ccccc3)cc2)c1` gave CXCR6 block -3 and EBI2 antag 5.
`CC(C)CCN1CCC[C@]2(N[C@H](c3ccc(C(F)(F)F)cc3)[C@@H]3C(=O)N(Cc4ccccc4)C(=O)[C@@H]32)C1=O` gave CXCR6 block 5 and EBI2 antag 2.
`O=C(Nc1ccc2c(c1)OCCO2)C1c2ccccc2OCC(=O)N1Cc1cccnc1` (stereo not given) gave CXCR6 block 2 and EBI2 antag -4.
COc1ccccc1Cc1c(-c2ccc(OC)c(OC)c2)nc2c(C)cc(Br)cn12 was read as CXCR6 block 9 and EBI2 antag 13.
For COc1cc(-c2cc3nc(NCc4cccc(Cl)c4)ccn3n2)cc(OC)c1OC the results were CXCR6 block -1 and EBI2 antag 36.
Screening CC1(c2nc3ccccc3[nH]2)c2ccccc2C(=O)N1Cc1ccccn1 (stereo not given) returned CXCR6 block 0 and EBI2 antag 0.
CCOc1ccc(NC(=O)CSc2nc3ccsc3c(=O)n2CCCCCC(=O)O)cc1 was read as CXCR6 block 2 and EBI2 antag 1.
`Cc1cc2nc(-c3cccc(Br)c3)c(CC3CCCCC3)n2c(C)c1Br` gave CXCR6 block 2 and EBI2 antag -1.
COc1cc(CNC(=O)c2cc(-c3cc(Cl)ccc3OC)n[nH]2)cc(OC)c1 was read as CXCR6 block 8 and EBI2 antag 10.
O=Nc1c(-c2ccccc2)n(O)[n+]([O-])c1-c1ccccc1 was read as CXCR6 block 12 and EBI2 antag -2.
CC1(Oc2ccccc2-c2ccno2)CCN(Cc2csc3ccccc23)C1 (stereo not given) was read as CXCR6 block 8 and EBI2 antag 24.
Screening Nc1ccc(Nc2ccncc2)cc1 returned CXCR6 block 4 and EBI2 antag -1.
Screening CCCCCCCCN1C(=O)[C@H](CC(=O)NCC23CC4CC(CC(C4)C2)C3)C[C@@]2(C(=O)OCC)CCCC=C12 returned CXCR6 block 17 and EBI2 antag 19.
`COc1ccc(C2C3=C(CCCC3=O)N(CC(=O)O)C3=C2C(=O)CCC3)cc1Br` gave CXCR6 block -12 and EBI2 antag -8.
`Cc1cccc(C(=O)Nc2ccc(NC(=O)c3cccc(C)c3)cc2)c1` gave CXCR6 block -3 and EBI2 antag 2.
C=CCNc1nc2cc(-c3ccccc3OC)sc2c(=O)n1C was read as CXCR6 block -5 and EBI2 antag -4.
`NC(=O)c1cccc(-c2ccnc3c2CC(C(=O)Nc2ccccc2)O3)c1` (stereo not given) gave CXCR6 block -9 and EBI2 antag -4.
Screening CC(=O)Nc1cccc(-c2cc(NC(C)=O)c3ncc(-c4cccc(C(C)=O)c4)n3c2)c1 returned CXCR6 block 3 and EBI2 antag 24.
For Cc1nc2c(OCc3ccc(F)cc3)cccn2c1N(C)C(=O)CCC1CCCC1 the results were CXCR6 block 1 and EBI2 antag 2.
For Cc1ccc(S(=O)(=O)N2C[C@H]3C(=O)C[C@@H](c4ccccc4)N(S(C)(=O)=O)[C@H]3C[C@H]2c2ccccc2)cc1 the results were CXCR6 block 4 and EBI2 antag 11.
Screening CC(=O)Nc1cc(-c2ccc(CO)cc2)cn2c(-c3ccc(F)cc3)cnc12 returned CXCR6 block -5 and EBI2 antag 16.
N#CC1c2ccccc2-c2ccccc2N1C(=O)c1ccccc1 (stereo not given) was read as CXCR6 block 12 and EBI2 antag 0.
Screening CCCNC(=O)C1(C)CCN(Cc2ccc(Cl)c(Cl)c2)C1 (stereo not given) returned CXCR6 block 1 and EBI2 antag 7.
Screening Cc1cn([C@H]2C[C@H](O)[C@@H](/C=C/C(=O)NCCC(c3ccccc3)c3ccccc3)O2)c(=O)[nH]c1=O returned CXCR6 block -5 and EBI2 antag -1.
Screening CCOC(=O)C1(C)CCN1C(=O)c1cccc(C(F)(F)F)c1 (stereo not given) returned CXCR6 block 1 and EBI2 antag -5.
For O=c1[nH]c2cccc(Cl)c2c2ccccc12 the results were CXCR6 block -11 and EBI2 antag -12.
For CS(=O)(=O)Nc1ccc(-c2cccc3nccn23)cc1 the results were CXCR6 block 2 and EBI2 antag -4.
For Nc1ncnc2c1ncn2[C@@H]1O[C@H](C(=O)NCc2ccc3c(c2)OCO3)[C@@H](O)[C@H]1O the results were CXCR6 block -10 and EBI2 antag -16.
Screening CCCN(C)C[C@@H]1Oc2ncc(Br)cc2C(=O)N([C@@H](C)CO)C[C@H]1C returned CXCR6 block -9 and EBI2 antag -7.
`O=C(Nc1cccc2ccccc12)c1csc([C@@H]2C[C@H](O)[C@@H](CO)O2)n1` gave CXCR6 block 0 and EBI2 antag 3.
`O=c1[nH]nc(Sc2ccccc2)c(=S)[nH]1` gave CXCR6 block 12 and EBI2 antag -3.
Screening Cn1cc(CN2CCC(C(=O)NC(c3ccc(-c4ccccc4)cc3)c3cnccn3)CC2)c2ccccc21 (stereo not given) returned CXCR6 block -8 and EBI2 antag -7.
Screening Cc1ccc2nc(-c3ccc(Cl)cc3)c(Cc3cccc(Cl)c3)n2c1 returned CXCR6 block 20 and EBI2 antag 31.
O=C(Nc1cccc(C(F)(F)F)c1)c1cccc2c(-c3cccnc3)coc12 was read as CXCR6 block -13 and EBI2 antag 0.
Screening Nc1nc(N)c(N=O)c(Nc2cccc(Cl)c2)n1 returned CXCR6 block -1 and EBI2 antag 2.
`O=C(Nc1ccc2c(c1)OCO2)c1cc(C2CCCN(C(=O)CCCc3ccccc3)C2)on1` (stereo not given) gave CXCR6 block 0 and EBI2 antag 15.
O=C(Nc1ccccc1Cl)c1cc(C2CCCN(C(=O)c3ccc4c(c3)CCO4)C2)on1 (stereo not given) was read as CXCR6 block 0 and EBI2 antag 7.
`CC(C)c1cccc(-c2csc(C(C)(O)c3ccncc3)n2)c1` (stereo not given) gave CXCR6 block -13 and EBI2 antag 9.
CCCCCCCCN1C(=O)[C@H](CC(=O)NCCCCc2ccccc2)C[C@@]2(C(=O)OC)CCCCC=C12 was read as CXCR6 block 11 and EBI2 antag 17.
COc1cc(OC)cc(-c2noc(-c3csc([C@H]4C[C@H](O)[C@@H](CO)O4)n3)n2)c1 was read as CXCR6 block -2 and EBI2 antag -10.
O=S1(=O)CC(N2CCCCC2)CN1Cc1cn(Cc2cccc(C(F)(F)F)c2)nn1 (stereo not given) was read as CXCR6 block 1 and EBI2 antag -2.
For Cc1cccc(NS(=O)(=O)c2ccc(S(=O)(=O)N3CCCC3)cc2)c1 the results were CXCR6 block -7 and EBI2 antag 0.
For Cc1nc(N)sc1-c1csc(Nc2cc(N(C)C)ccc2Cl)n1 the results were CXCR6 block -4 and EBI2 antag -2.
For COc1cccc(C(=O)N2CCC[C@@H]2C(=O)N2CCC[C@@H]2C(=O)NCc2ccccc2Cl)c1 the results were CXCR6 block -1 and EBI2 antag -12.
For C[C@@H]1CCCCO[C@@H](CN(C)S(C)(=O)=O)[C@@H](C)CN([C@H](C)CO)C(=O)c2cc(N(C)C)ccc2O1 the results were CXCR6 block -8 and EBI2 antag -11.
For CCN(CC(=O)Nc1ccccc1C(F)(F)F)CC(=O)c1[nH]c(C)c(C(C)=O)c1C the results were CXCR6 block 15 and EBI2 antag -9.

Some of the compounds tested; rates above refer to the full screens.
